LDHA inh – qHTS assay for inhibitors of human lactate dehydrogenase. activity change, % (values are at about 110 or 230 µM). purified LDHA, NADH/diaphorase-resazurin fluorescence; active compounds read low. L-lactate dehydrogenase A chain (Homo sapiens), P00338. AID 1347041, 2019. 0.15% of 480,000 active; in the data active = activity change below about -30%;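 also: plate controls were DMSO wells for no effect and wells without enzyme for full effect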
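Human LDH5 at 2 nM final in Tris HCl pH 7.4 with 0.06 mM NADH and 0.2 mM pyruvate, reacted 5 minutes at room temperature. Remaining NADH coupled via diaphorase/resazurin; resorufin fluorescence read at 0 and 20 minutes, normalized to enzyme-free and DMSO wells.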
* marks the source's active call; other numbers are inactive results. A portion of the library; the hit share may differ from the screen's.

The first 2 entries, ahead of the listing:
entry	Compound	LDHA inh
1	CN(C)CCNC(=O)CCn1ccc2cc(S(=O)(=O)N3CCCCC3)ccc21	-3
2	N=C(N)c1ccc(COCc2ccccc2)cc1	-1

Results (from the top)
entry	Compound	LDHA inh
1	CN(C)CCNC(=O)CCn1ccc2cc(S(=O)(=O)N3CCCCC3)ccc21	-3
2	N=C(N)c1ccc(COCc2ccccc2)cc1	-1
3	CCCCc1ccc(-c2csc(/C(C#N)=C/c3ccccc3)n2)cc1	4
4	Clc1ccc(-c2nnc(CSc3nc4ccc(Cl)cc4[nH]3)o2)cc1	16
5	CC(NC(=O)c1ccccc1Br)c1nnc(SCC(=O)N2CCOCC2)n1C (configuration not stated)	2
6	Cc1cc(C)cc(OCC(C)N)c1 (configuration not stated)	5
7	Cc1ccc(Cl)cc1NC(=O)CCc1ncc(-c2ccc(F)cc2)o1	0
8	CC(C)C[C@@H](CN1CCCC1CN1C(=S)NC[C@@H]1Cc1ccccc1)N1C[C@H](Cc2ccccc2)N(CC2CCCCC2)C1=S (some centres not stated)	7
9	O=C(CC1SCCNC1=O)Nc1cc(Cl)ccc1Cl (configuration not stated)	15
10	Cc1ccccc1NC(=O)CSC1=Nc2ccccc2C2CC=NN12 (configuration not stated)	6
11	CN(C)S(=O)(=O)N(CC(=O)Nc1c(F)cccc1F)c1ccccc1	0
12	COc1cc(C(=O)Nc2cccc(-c3nc4ccc(C)cc4o3)c2)cc(OC)c1OC	3
13	CS(=O)(=O)N1CCN(C(C(=O)O)c2c[nH]c3ccccc23)CC1 (configuration not stated)	-6
14	Cc1cc2nc(-c3nnnn3-c3c(C)cccc3C)c(=O)[nH]c2cc1C	-1
15	CC(NC(=O)c1cn(C)nc1-c1ccc2c(c1)OCCCO2)C1CC1 (configuration not stated)	9
16	CC(Sc1nc(C2CC2)nc2ccccc12)C(=O)NC(=O)NC(C)(C)C (configuration not stated)	2
17	CC(C)(C)C1CCC(C(=O)Nc2ccc(Cl)cc2)CC1 (configuration not stated)	10
18	CC1=NN(c2nc(C)cc(C)n2)C(=O)C1Cc1ccccc1 (configuration not stated)	-13
19	CCN(CC)C(=O)c1cc(-c2ccc(C)s2)nc2ccccc12	15
20	Cc1ccc(C(=O)NCc2cccs2)cc1N	7
21	CSc1ccc(C(C2=C(O)CC(C)(C)CC2=O)C2C(=O)CC(C)(C)CC2=O)cc1 (configuration not stated)	10
22	COc1cc(/C=C2\Oc3cc(OS(C)(=O)=O)cc(C)c3C2=O)cc(OC)c1OC	11
23	CC(C)NCc1cccc(OCc2ccccc2)c1	3
24	O=C(Nc1c(NC2CCCC2)c2ccccc2oc1=O)c1ccc(Cl)cc1	-10
25	Cc1ccc(-n2c(=O)c3sccc3n(CC(=O)N3CCCCC3C)c2=O)c(C)c1 (configuration not stated)	-1
26	Cc1oc2cc(OCC(=O)NC3CC3)ccc2c(=O)c1-c1ccc(Cl)cc1	-9
27	CC(NC(=O)c1nn(C)c(=O)c2ccccc12)c1ccc(Br)cc1 (configuration not stated)	3
28	COCCn1c(-n2nc(C)cc2C)nc2c1c(=O)n(Cc1ccc(Cl)cc1)c(=O)n2C	5
29	CCCn1nc(-c2nn3c(-c4cc(F)ccc4F)nnc3s2)cc1C	-3
30	CC(C)[C@@H](NC(=O)OC(C)(C)C)c1cc(C(=O)c2c(-c3ccccc3)[nH]c3ccccc23)c(N)s1	4
31	CC(N)c1ccc(O)cc1 (configuration not stated)	3
32	CCc1ccc(C(=O)NCc2ccco2)o1	6
33	Clc1ccc(-c2ncc(-c3ccccc3)o2)cc1	1
34	COCCOc1ccc(NC(=O)CC(C)(C)C)cc1	-11
35	CC(Oc1ccc(C(C)(C)C)cc1)C(=O)Nc1cccc2cccnc12 (configuration not stated)	7
36	O=C(CN1CCN(c2cnn(-c3ccccc3)c(=O)c2Cl)CC1)Nc1ccc2c(c1)OCCCO2	0
37	O=C(/C=C/c1cccc(Br)c1)c1ccc2c3c(cccc13)CC2	0
38	CCNc1ccc(S(=O)(=O)N(CC)CC)cc1NC(=O)c1ccccc1F	-8
39	CC(C)C(=O)NC(Nc1ccccc1)C(Cl)(Cl)Cl (configuration not stated)	1
40	CC(C)(C)c1cc(CCCSCCCc2cc(C(C)(C)C)c(O)c(C(C)(C)C)c2)cc(C(C)(C)C)c1O	-1
41	CCCCNC(=O)C1(NC(=O)Cc2cn(C)c3ccccc23)CCCCC1	-11
42	CCC1CCC(=C(C#N)C(=O)Nc2ccc(C)cc2)CC1 (configuration not stated)	7
43	COc1ccc(/C=C/C(=O)OCCN(C)C)cc1	3
44	C=CCn1c(N2CCN(Cc3cccc4ccccc34)CC2)nc2c1c(=O)[nH]c(=O)n2C	1
45	CC(C)NC(=O)/C(C#N)=C/c1c[nH]c2ccccc12	-4
46	CCCSc1ccc(C(=O)CCN(C)C)cc1	0
47	O=C(NCc1cccs1)C1CCN(c2nccn3nc(-c4ccccc4)cc23)CC1	1
48	CCOc1cc(C=O)c(Cl)cc1OC	7
49	Fc1ccc(Oc2ccc(CNc3ncccn3)cn2)cc1	3
50	COc1ccc(CC(=O)N2CCN(c3nc(-c4ccccc4)no3)CC2)cc1	10
51	COc1ccc(C)cc1CN1CCN(C(=O)c2cc(C3CC3)nn2-c2ccccc2)CC1	3
52	CN(CC(=O)N1CCN(c2oc(-c3ccco3)nc2C#N)CC1)Cc1ccc(C(F)(F)F)cc1	-5
53	COc1ccc(C(=O)C[C@@H]2OC[C@H](Cc3ccccc3)N2S(=O)(=O)c2ccc(C)cc2)cc1OC	1
54	Cc1ccc(C)c(-c2csc(NC(=O)c3ccccc3SCc3noc(C)n3)n2)c1	0
55	CCc1ccc(C(=O)Nc2cccc(Cl)c2)cc1S(=O)(=O)N1CCOCC1	13
56	COc1ccc(/C=C/C(=O)OCCN(C)C(C)(C)C)cc1	0
57	Cc1oc(-c2ccccc2)nc1CN1CCN(C(=O)c2ccco2)CC1	3
58	C[C@@H](O)CNC(=O)c1nc(-c2ccc(COc3ccc4c(c3)OCO4)cc2)no1	1
59	O=C(O)CCc1ccsc1	0
60	COc1ccc2c(c1)Oc1ncn(CCN3CCOCC3)c(=N)c1C2c1ccc(OC)c(OC)c1 (configuration not stated)	0

Down the list, from the results shown.
Entries 49–56 in LDHA inh read 3, 10, 3, -5, 1, 0, 13, 0

Rewritten field by field: entries from further up
51	COc1ccc(C)cc1CN1CCN(C(=O)c2cc(C3CC3)nn2-c2ccccc2)CC1
  LDHA inh: 3

52	CN(CC(=O)N1CCN(c2oc(-c3ccco3)nc2C#N)CC1)Cc1ccc(C(F)(F)F)cc1
  LDHA inh: -5

53	COc1ccc(C(=O)C[C@@H]2OC[C@H](Cc3ccccc3)N2S(=O)(=O)c2ccc(C)cc2)cc1OC
  LDHA inh: 1

Other records follow.
entry	Compound	LDHA inh
61	N#CNC(=O)c1ccc(-n2cccc2/C=C2\NC(=O)N(CC(=O)Nc3ccc(Cl)cc3)C2=O)cc1	-5
62	O=c1[nH]c(=O)n(Cc2ccccc2)c2nccc(-c3ccc4c(c3)OCO4)c12	1
63	O=C(Nc1ccccc1C(=O)NC1CCCC1)c1ccnc(-n2cncn2)c1	1
64	N#C/C(=C/c1ccc(-c2cccc(Cl)c2Cl)o1)C(=O)c1ccccc1	12
65	Cc1ccc(N/C=C/C(=O)c2cccc(Cl)c2)cc1	6
66	N#C/C(=C\c1c[nH]c2ccccc12)c1ccccc1	7
67	CC(=O)c1ccc(C)cc1OCc1ccccc1C#N	8
68	CCOc1cccc(/C(O)=C2\C(=O)C(=O)N(CCOC)C2c2cccnc2)c1 (configuration not stated)	10
69	O=C(O)C(c1c[nH]c2ccc(Cl)cc12)N1CCN(CCNc2cc(=O)oc3ccccc23)CC1 (configuration not stated)	-5
70	CC(=O)NC(Cc1c[nH]c2ccccc12)C(=O)NCC1(c2ccccc2)CC1 (configuration not stated)	8
71	O=c1c2ccccc2nc(SCc2nc3ccccc3o2)n1CCCO	0
72	Cc1cccc(NC(=O)c2ncoc2-c2cccc(Cl)c2)c1C	3
73	Cc1ccc(C2(C)NC(=O)N(Cc3coc(-c4cccs4)n3)C2=O)cc1 (configuration not stated)	8
74	CCCc1nc(Cn2cnc3c2c(=O)n(C)c(=O)n3C)cs1	0
75	O=C(CCc1ccccc1)Nc1ncnc2c1C(c1ccccc1)c1c(ccc3ccccc13)O2 (configuration not stated)	-3
76	CC(=O)NCCNS(=O)(=O)CCC(=O)O	2
77	CN(Cc1ccc(C(=O)NCC(F)(F)F)cc1)C(=O)c1cccc(F)c1	-8
78	Cc1cnc2c(S(=O)(=O)NCCN3CCOCC3)cccc2c1	1
79	O=C(Nc1ccc(F)cc1F)c1cc(C2CC2)nn1-c1ccccc1	1
80	CC(C(=O)N1CCc2ccccc2C1)N(C)CC(=O)Nc1ccccc1C(F)(F)F (configuration not stated)	7
81	CCc1ccc(OCc2nnc(SCc3c(F)cccc3Cl)n2CC(C)C)cc1	6
82	Cn1c(=O)c2c(nc(NCc3ccc(S(N)(=O)=O)cc3)n2Cc2ccc(F)cc2)n(C)c1=O	5
83	N#CC1(C(=O)Nc2cccc(Cl)c2)CCCC1	-3
84	CCCNC(=O)C(C)Sc1nc2ccc(F)cc2c(=O)[nH]1 (configuration not stated)	-8
85	CCCCn1nnnc1C(c1ccccc1)N1CCN(Cc2c(F)cccc2Cl)CC1 (configuration not stated)	4
86	N#Cc1nc(C2CC2)oc1N1CCN(Cc2cccc3ccccc23)CC1	5
87	O=[N+]([O-])c1ccccc1C=C(c1ccccc1)c1ccccc1	6
88	Cc1cccc(NC(=O)c2ccc3c(c2)CCC3)c1C	2
89	CC(=O)c1ccc(NC(=O)c2cn(CCC#N)nc2-c2cccs2)cc1	7
90	O=C(CCn1cnc2sc3c(c2c1=O)CCCC3)NC1CC1	0
91	CN1CCc2c(C#N)c(NCc3cccnc3)n3cnnc3c2C1	7
92	Cc1ccc2oc(=O)cc(CN3CCN(c4cccc(Cl)c4)CC3)c2c1	-1
93	CCCCN1Cc2c(sc(C)c2C)N(C(=O)c2ccccc2)C1	5
94	COc1ccc(C2=NOC(C(=O)Nc3ccc(OC(F)(F)F)cc3)C2)cc1 (configuration not stated)	0
95	COc1cccc(Cn2c(=O)c3sccc3n(CC(=O)N(C)C3CCCCC3)c2=O)c1	-9
96	CCN(CC)C(=O)c1ccc(NS(=O)(=O)c2ccccc2C#N)cc1	-2
97	CCCCCCCC(=O)Nc1ccc(C(=O)N/N=C/c2cccc(Br)c2)cc1	10
98	COc1ccc(CCN2C(=O)COc3ccccc3C2C(=O)Nc2ccc3c(c2)OCCO3)cc1OC (configuration not stated)	-4
99	CC(=O)NC(C(=O)NC(C)c1ccc(Cl)cc1)C(C)C (configuration not stated)	1
100	COc1ccc(OC)c(NC(=O)C(=O)c2cn(CC(=O)N3CCOCC3)c3ccccc23)c1	14
101	Cn1ncc(C(=O)NCc2ccncc2)c1-n1cccc1	1
102	Cc1ccc(CNC2c3ccccc3-c3ccccc32)cc1	3
103	Cc1c(C(=O)N2CCCCCC2)c(S(=O)(=O)N2c3ccccc3CC2C)c(C)n1C (configuration not stated)	6
104	CCN(CC)C(=O)c1cc(-c2ccc(C)cc2)nc2ccccc12	3
105	Cn1c(=O)[nH]c(=O)c2c1nc(CN(Cc1ccccc1)Cc1ccccc1)n2CC(N)=O	-5
106	COc1cccc(Oc2ccc(N/C=C/C(=O)c3ccc(Cl)cc3)cc2)c1	-1
107	CC(=O)NC(NC(C)=O)c1ccncc1	10
108	O=C1/C(=C/c2ccc(OCc3ccccc3)cc2)CCc2ccccc21	7
109	CCn1nc(-c2ccc(C)c(S(=O)(=O)NC3CC3)c2)c2c(c1=O)CCCC2	3
110	COc1ccc(Br)cc1C(=O)Nc1c(NCc2ccccc2)c2ccccc2oc1=O	11
111	Cc1cc(C)c2oc(-c3cc(NC(=O)c4cccnc4)cc(C)c3O)nc2c1	-1
112	COc1ccc2oc(-c3ccc(NC(=O)c4ccc(C)cc4)cc3)nc2c1	-7
113	O=C(Nc1cc(Br)ccc1I)C1CC2CCC1C2 (configuration not stated)	-3
114	COc1ccc(CCC(C)NC(=O)C2(C#N)CCCC2)cc1 (configuration not stated)	0
115	CCOC(=O)/C(C#N)=C/c1ccc(OCc2ccc(Cl)cc2Cl)cc1	1
116	CCCCCCOCCOc1ccccc1OCCOCCCCCC	1
117	CC(=O)NNC(=S)Nc1ccc(Cl)c(Cl)c1	2
118	Cc1cc2ccccc2n1CC(=O)Nc1ccc(OCC(N)=O)cc1	1
119	CC(SC(c1ccccc1)c1ccccc1)C(=O)NC(C)(C)C (configuration not stated)	10
120	Cc1cc(C)cc(C(=O)NCc2ccco2)c1	8

Next part.
entry	Compound	LDHA inh
121	O=C1Nc2cc(Cl)c(Cl)cc2N(O)N1c1ccc(Br)cc1F	-8
122	CC(C)CC(=O)N1CCC(N2CCCCCC2)CC1	-2
123	CCOc1cc(C(=O)Nc2cnc3ccccc3c2)ccc1OC	-1
124	COc1ccc(CNC(=O)Cn2ccn3nc(-c4ccc5c(c4)OCO5)cc3c2=O)cc1	-1
125	C/C=C/Oc1ccc(C(=O)/C(=C\c2cccnc2)c2nc3ccccc3o2)cc1	6
126	CCOc1ccc(N(CC(=O)Nc2ccc(C(N)=O)cc2)S(=O)(=O)c2ccccc2)cc1	2
127	COc1cc(C(=O)OCc2cccc(C(F)(F)F)c2)ccc1OCc1ccc(Cl)cc1Cl	-4
128	COc1ccc(NC(=O)CC2Sc3ccccc3NC2=O)cc1OC (configuration not stated)	3
129	Cc1oc2cc(OCC(=O)Nc3ccc(N4CCOCC4)cc3)ccc2c(=O)c1-c1ccccc1	-2

2 entries picked at random from those above, as already listed:
entry	Compound	LDHA inh
125	C/C=C/Oc1ccc(C(=O)/C(=C\c2cccnc2)c2nc3ccccc3o2)cc1	6
122	CC(C)CC(=O)N1CCC(N2CCCCCC2)CC1	-2

Assay outcomes (PubChem)
